Cardiac RTF inh: cardiac RTF calcium desensitization. P19429+P45379. IANBD-labeled cardiac RTF, Ca2+ fluorescence. inhibition, % at 7.15 µM. hit rate 0.12% among 340,000. AID 493244;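 active = inhibition above the mean inhibition of all tested compounds plus 3 SD, cut at about 17% in these data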;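 note: assay run at fixed EC70 calcium of 1.6 mM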
MOR-DOR ag: OPRM1-OPRD1 heterodimerization agonism | activation, % at 9.3 µM | hit rate 0.3% among 340,000 | cells, luminescence | AID 504326 | P35372+P41143; in the data active = activation above about 18%;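 note: 0% = vehicle-treated cells and 100% = reference agonist; values of inactives mirror those of a sister screen read the other way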
Target sequence (P35372 whole entry, looked up): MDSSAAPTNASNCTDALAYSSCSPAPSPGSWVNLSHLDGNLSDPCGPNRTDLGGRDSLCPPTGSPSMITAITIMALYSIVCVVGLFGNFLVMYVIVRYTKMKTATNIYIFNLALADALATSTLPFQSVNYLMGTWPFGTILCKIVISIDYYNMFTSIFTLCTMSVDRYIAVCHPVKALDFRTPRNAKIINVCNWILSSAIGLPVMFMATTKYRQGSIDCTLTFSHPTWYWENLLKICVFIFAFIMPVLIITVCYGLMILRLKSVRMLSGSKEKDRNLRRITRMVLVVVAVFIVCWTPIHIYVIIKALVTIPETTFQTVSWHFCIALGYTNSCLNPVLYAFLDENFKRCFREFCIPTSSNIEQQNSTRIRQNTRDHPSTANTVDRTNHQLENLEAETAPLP
Target sequence (P41143 whole entry, looked up): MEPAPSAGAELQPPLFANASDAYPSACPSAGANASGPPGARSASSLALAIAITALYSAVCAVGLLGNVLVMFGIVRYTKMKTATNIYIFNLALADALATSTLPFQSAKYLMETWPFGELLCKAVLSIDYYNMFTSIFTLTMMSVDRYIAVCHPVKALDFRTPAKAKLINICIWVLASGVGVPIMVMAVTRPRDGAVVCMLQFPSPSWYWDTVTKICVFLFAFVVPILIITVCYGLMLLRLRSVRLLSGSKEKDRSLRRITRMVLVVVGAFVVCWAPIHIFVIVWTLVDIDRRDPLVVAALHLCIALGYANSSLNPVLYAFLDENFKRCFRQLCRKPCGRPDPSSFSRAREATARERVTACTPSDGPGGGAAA
LANA DNA inh: KSHV C-LANA DNA binding inhibition; AID 504423; MBP-C-LANA/FAM-LBS DNA binding, fluorescence polarization; hit rate 0.078% among 340,000; inhibition, % at 9 µM;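 active = highest replicate inhibition at or above 60% at 9 µM, even if other replicates fall short; inactive = all replicates below 60% inhibition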;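 note: 0% = neutral control wells and 100% = 4 µM acridine orange control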
MOR-DOR inv ag: inverse agonist of human OPRM1-OPRD1 heterodimerization; P35372+P41143; cell-based MOR-DOR heterodimer luminescence, inverse agonism; inhibition, % at 9.3 µM; hit rate 0.21% among 340,000; AID 504357; in the data active = inhibition above about 22%, passing the limit was not always enough;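 note: 0% = cells with DMSO and 100% = wells without cells with DMSO; values of inactives mirror those of a sister screen read the other way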
V-ATPase pHluor: alters yeast V-ATPase proton transport; S. cerevisiae, pHLuorin cytosolic pH fluorescence; response, % at 10 µM; hit rate 0.37% among 350,000; AID 504577; in the data active = response mostly above about 7.3%, no sharp cut-off; inactive = mostly below about 5.4%; note: actives read high; inactives centre near 0; some compounds called inactive have numbers as strong as hits; reference of the scale not given here
Pemphigus Ab inh: inhibitors of pemphigus antibody binding to human desmoglein-3 | DSG3-coupled beads, scFv-anti-DSG3-GFP binding, flow cytometry; hits give low values | binding (percent of control), % at 10 µM | hit rate 0.48% among 310,000 | AID 588358;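 active = binding more than 3 SD below its plate's average and above zero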;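 note: hits lower antibody fragment binding to DSG3; some compounds called inactive have numbers as strong as hits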
Arr AP2 block: blocks beta-arrestin peptide binding to AP2 adaptin | FITC-arrestin peptide / GST-AP2 beads, flow cytometry; AP2 beta2 appendage carries R879A mutation | inhibition, % at 10 µM | hit rate 0.31% among 340,000;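 active = inhibition above a set limit, near 3 SD of compounds lacking own fluorescence, cut at about 54% in these data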;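 note: plate controls were DMSO wells for no effect and 5 µM unlabelled arrestin peptide for full effect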
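System: GST-tagged AP2 beta2-adaptin appendage (R879A) on 4 µm glutathione beads / Reagent: FITC-arrestin peptide, 50 nM / Detection: HyperCyt-sampled flow cytometry, FL1 channel, ex 488/em 535 nm / Timing: 12 min plus 1 h, RT / Buffer or medium: PBS plus Tween 20 (0.05%) and BSA (0.1%)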
cardiac RTF act: increases calcium sensitivity of human cardiac regulated thin filaments | hit rate 0.24% among 340,000 | P19429+P45379 | IANBD-labeled TnC RTF fluorescence at EC20 calcium; 0% EC20 calcium, 100% full calcium | activation, % at 7.2 µM;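 active = activation above the mean over all tested compounds plus 3 SD, cut at about 30% in these data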;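 note: rise in fluorescence read as greater calcium sensitivity of cardiac thin filaments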
Wnt bcat act: activates Wnt/beta-catenin signaling in a reporter cell assay | activator, plate reader | activation, % at 9.35 µM | hit rate 1.2% among 300,000 | AID 743398; in the data active = activation above about 30%, passing the limit was not always enough;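 note: 0% = neutral control wells and 100% = positive control wells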
Keap1-Nrf2 PPI: disrupts human Keap1 binding to Nrf2 peptide; inhibition, % at 9.4 µM; hit rate 0.15% among 340,000; Keap1 Kelch-Nrf2 peptide fluorescence polarization, 1536-well; AID 504523; Q14145; in the data active = inhibition above about 12%;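 note: human Keap1 Kelch domain with fluorescein labeled Nrf2 9mer peptide probe; 0% = neutral control wells and 100% = peptide positive control; higher means more block of Keap1 binding to Nrf2 peptide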
The depositor's hits bear a star; / = no result given. Rows were taken by chance. About 3.1% of those tested had a hit in this group.

Compound,Arr AP2 block,V-ATPase pHluor,LANA DNA inh,Pemphigus Ab inh,Keap1-Nrf2 PPI,MOR-DOR ag,MOR-DOR inv ag,Wnt bcat act,cardiac RTF act,Cardiac RTF inh
COc1cccc(/C=C/C(=O)OCC(=O)Nc2cc(S(=O)(=O)N3CCOCC3)ccc2C)c1,1,0,-1.0,95,-3,-2.2,10,-1,5,-7
O=C(CN(c1cccc(Cl)c1)S(=O)(=O)c1ccc(Cl)cc1)NCc1ccccn1,9,-7,0.9,81,-1,-1.0,5,-2,-4,3
Cc1ccsc1C1C2=C(CC(C)(C)CC2=O)Nc2ncnn21 (centres undefined),6,3,-0.1,94,-5,0.8,-5,-3,14,-14
Cc1cccc(C)c1-n1nnnc1-c1cnccc1C(F)(F)F,5,-3,-1.3,103,5,-2.3,11,1,10,-2
COc1ccc(-c2cc(=O)oc3c(C)c(OCC(=O)NCCCn4ccnc4)ccc23)cc1,2,-1,-2.5,100,-4,-2.2,11,0,9,-4
Fc1ccc(C2=NNC(=NCc3ccccc3)SC2)cc1F,-1,0,0.3,119,0,-1.4,7,-1,-3,-7
CNC(=S)N1CCN(c2nc(-c3ccc(F)cc3)cs2)CC1,10,-3,5.2,111,-4,-1.2,7,4,-6,6
C/C(=N\NC(=O)c1cccs1)C(C)(C)C,0,4,0.2,100,0,1.3,-6,/,11,-1
CC(C)c1ccc(NC(=O)C(c2ccc3c(c2)OCO3)N2CCN(C(=O)c3ccco3)CC2)cc1 (centres undefined),-4,5,-1.0,101,-2,2.8,-16,/,5,-1
CC(C)N(C(=O)CSc1nnc(NC(=O)c2ccco2)s1)C(C)C,15,-3,-0.6,97,-3,-2.0,10,-1,5,-8
Nc1ccc([N+](=O)[O-])cc1C(=O)NNC(=O)c1ccco1,31,-2,0.6,99,-1,-3.5,18,5,6,3
CC(OC(=O)/C=C/c1ccco1)C(=O)NC1CCCCC1C (centres undefined),2,-2,0.0,102,-6,-2.4,10,1,1,2
C=CCCC(=O)NC1CC(C)(C)Cc2c1cnn2-c1cccc(F)c1 (centres undefined),8,-3,1.4,111,-1,-3.2,16,2,1,-11
Cc1ccsc1CN(C)C(=O)CCc1nnc(COc2ccccc2)o1,1,/,-0.2,101,-7,0.3,-2,27,-7,6
Cc1ccnc(NC(=O)CSc2cc(=O)n(C)c3ccccc23)c1,-2,5,-0.6,110,1,-1.7,10,/,1,-15
O=C(NNC(=S)Nc1ccccc1)c1ccccc1[N+](=O)[O-],15,-2,-0.7,96,1,-4.3,22,4,-3,-2
CC1=NN(/C(=N\c2nnc(C)s2)Nc2ccccc2)[C@H](c2cccc3ccccc23)S1,9,4,1.3,107,-2,-5.3,28,/,4,1
Cc1ccc(Cn2ccc(NC(=O)C3C4CCC(C4)C3C(=O)O)n2)cc1 (centres undefined),3,7,-0.9,107,1,-2.2,12,/,1,-22
Cc1noc(C)c1CSc1nc2sc(C)c(C)c2c(=O)n1C1CCCC1,9,6,0.0,101,-3,-0.1,0,/,2,1
COc1ccc(CCNC(=O)c2ccc(C)s2)cc1OC,23,0,-1.1,111,-4,-2.5,12,0,2,-1
C/C(=N\NC(=O)Cc1c[nH]c2ccccc12)c1ccc2ccccc2c1,4,0,-2.9,110,-2,2.7,-13,0,-2,-4
COc1ccc(-c2sc(Nc3ccccc3)n[n+]2C)c(C)c1C,2,-3,1.7,107,-2,-3.1,17,-2,-2,-3
COc1ccc(CN(Cc2ccc(C(=O)O)cc2)C(=S)Nc2ccccc2F)cc1OC,10,-1,0.8,103,-2,-3.0,16,-3,9,-8
CN(CCNC(=O)c1cccc(N2CCCC2=O)c1)Cc1ccccc1,18,-2,2.8,102,-1,-0.2,1,1,2,4
FC(F)(F)c1cccc(OCc2nnc3n2CCC3)c1,-11,2,2.0,/,-1,-2.6,12,-2,-1,-8
Cc1ccc(NC(=O)CCCc2ccccc2)nc1,4,2,-0.6,111,-2,-4.8,23,0,9,-10
CC1(C)OC(C(O)(c2ccccc2)c2ccccc2)[C@@H](C(O)(c2ccccc2)c2ccccc2)O1 (some centres undefined),6,3,4.0,98,2,1.0,-6,-13,-5,8
COc1ccc(-c2nnc(-c3cccs3)o2)cc1OC,28,-2,-1.4,101,0,-1.5,9,16,5,-2
O=C(c1cccc(NC2=NC3CS(=O)(=O)CC3S2)c1)N1CCN(c2ccc(F)cc2)CC1 (centres undefined),-9,0,-0.6,92,0,-0.6,3,-4,-2,-4
COc1cccc(-n2c(-c3ccco3)nc3nc4ccccc4nc32)c1,75*,1,0.5,115,-5,-0.9,6,0,2,-3
O=c1oc2ccccc2cc1N1CCOCC1,2,2,-0.4,101,-3,0.1,0,/,0,-7
CCOC(=O)N1CCN(CC(=O)Nc2sc(CC)cc2C(=O)c2ccc(OC)cc2)CC1,28,-5,0.0,113,-4,0.5,-3,-1,-6,0
COCCCNc1nc2c(c(=O)n(Cc3ccc(Cl)cc3)c(=O)n2C)n1C,10,1,2.8,120,-5,-2.2,11,-2,2,-9
Cc1c(NC(=O)C(Sc2ccccc2)c2ccccc2)cccc1[N+](=O)[O-] (centres undefined),-15,-1,-1.2,112,-5,2.3,-9,-3,0,1
CNC(=O)CC(C(=O)O)c1ccc(OCC(C)C)cc1 (centres undefined),33,-8,-1.7,134,-2,-0.9,5,-3,-1,4
CCn1c(C)c2c(C)nnc(C)c2c1C,3,1,0.4,109,-2,0.9,-5,/,2,0
COc1ccccc1OCCNC1CCCC1,8,-1,1.2,101,-6,-1.2,7,-3,0,0
CN(Cc1ccc(Cl)c(Cl)c1)C(=O)C1=CC=CN2CCS(=O)(=O)N=C12,18,-1,-1.9,/,-2,0.6,-3,3,0,-7
CS(=O)(=O)Nc1ccc(C2=NN(S(C)(=O)=O)C(c3ccc4nccnc4c3)C2)cc1 (centres undefined),8,-2,-0.2,124,1,-0.4,2,-3,0,-2
O=S(=O)(NCCc1ccc(F)cc1)c1cccc2cccnc12,3,-1,-0.6,105,-5,/,/,-1,/,/
CC1=CC2CC1C1C(=O)N(c3ccc(S(=O)(=O)Nc4nc(C)cc(C)n4)cc3)C(=O)C21 (centres undefined),0,-1,2.4,100,0,-2.4,13,-2,-1,-2
Cc1ccc(NC(=S)N/N=C/c2c(C)nn(-c3ccccc3)c2N2CCCC2)cc1,10,-1,1.1,122,3,1.2,-7,-2,4,-2
O=C(COC(=O)c1ccc2c(c1)OCO2)Nc1cccc(F)c1,-10,4,-2.0,107,-5,-1.1,5,7,2,1
O=C(CNC(=O)OCc1ccccc1)OC(c1ccccc1)c1ccccc1,7,-3,1.8,93,-4,3.6,-16,-6,-4,-2
Cc1onc(-c2c(Cl)cccc2Cl)c1C(=O)NN1CCCCCC1,27,-1,2.2,100,0,1.2,-6,-2,-1,-10
CC1CCCN(C(=O)C2CCN(c3nc(-c4ccccc4)nc4c3CCC4)CC2)C1 (centres undefined),3,0,-1.2,104,-3,-3.0,16,-3,6,-4
Cc1ccc(S(=O)(=O)N2CCN(C(=O)C3CCCC3)CC2)cc1C,11,-2,0.4,95,-2,-2.0,10,1,-6,-4
CCOC(=O)c1cc(CC)sc1/N=C/C1=C(O)CCCC1=O,2,0,2.7,98,-2,-0.2,1,-4,-1,7
NCCCCCc1cn([C@@H](CO)C(=O)NCCCCCCCCCCC(=O)N2CCNCC2)nn1,6,-6,3.4,96,0,-0.7,4,3,2,-4
O=C(Nc1ccnn1C1CCN(CC2CC=CCC2)CC1)c1ccccc1Cl (centres undefined),-13,1,1.3,/,3,-0.8,4,0,5,-10
CCn1nc(C)c(CNC(=O)CC2C(=O)NCCN2CC(C)(C)C)c1C (centres undefined),1,5,-0.2,96,-8,-0.5,3,-2,-3,0
CCCCCCCOC(=O)c1nc(Cl)c(Cl)c(N)c1Cl,3,3,-0.9,92,-3,1.9,-12,2,5,5
COC(=O)c1ccc(NC(=O)CSc2nnc(COc3ccc4c(c3)CCCC4)o2)cc1,40,-3,0.3,87,-8,-0.2,1,-2,1,-3
O=CNn1cnc2c(oc3nc(-c4ccccc4)cc(-c4ccco4)c32)c1=O,7,-2,-1.0,78*,1,-2.5,14,-1,-8,-3
CN1CCN(c2nc3ccccn3c(=O)c2C=C(C#N)C#N)CC1,28,-1,-1.5,120,0,-3.1,14,0,-7,6
Cc1cc(/C=C(\C#N)C(=O)NCc2ccco2)c(C)n1C1CCCC1,-7,1,0.0,94,3,0.3,-2,39*,-1,-14
COc1ccccc1CN(C)C(=O)c1cccc(S(=O)(=O)N2CCCc3ccccc32)c1,-10,-6,0.7,109,0,-3.0,13,-1,-1,1
COc1ccccc1OCCNC(=O)c1cccs1,31,-5,-0.6,106,0,-3.7,15,/,0,-6
COc1ccc(OC)c(S(=O)(=O)NCCO)c1,19,-8,-1.9,/,-1,-0.5,3,/,-4,-5
CN(Cc1ccccc1)c1ncnc2ccc(Br)cc12,1,-2,2.2,102,-2,2.3,-14,/,-3,0

Next part
Compound,Arr AP2 block,V-ATPase pHluor,LANA DNA inh,Pemphigus Ab inh,Keap1-Nrf2 PPI,MOR-DOR ag,MOR-DOR inv ag,Wnt bcat act,cardiac RTF act,Cardiac RTF inh
CC1CC(C)(C)N(C(=O)NC2CCCCC2)c2ccccc21 (centres undefined),16,-4,0.1,104,1,-2.9,17,/,2,-1
NC(=O)c1ccc(NC(=O)CSc2nnc(C3CC3)n2C2CC2)cc1,-10,0,-0.9,118,2,-3.3,17,-1,7,-5
Clc1cccc(CSc2nnc(-c3sccc3-n3cccc3)o2)c1,14,0,-0.5,/,1,-1.3,6,-2,-1,-6
Cc1nonc1NC(=O)CSc1ccccn1,18,-2,0.7,102,4,-0.1,1,0,0,-2
COc1ccc(-c2nn(-c3ccccc3)cc2/C=N/O)cc1OC,4,-7,0.4,92,1,2.1,-12,6,-6,-2
Cc1cc(N(CCO)CCO)ccc1N=Nc1cc(F)ccc1F,18,-5,-0.9,121,-3,-4.3,21,-2,-4,12
CSCC[C@H](NC(=O)OC(C)(C)C)c1nnc(SCC(N)=O)o1,7,1,1.3,110,1,-0.9,5,/,4,0
CC(=O)NNC(=O)c1sc(=S)n2c1[nH]c(=O)c1sccc12,1,-2,-1.5,49,-2,-2.6,12,2,1,0

Some entries already given, reduced to LANA DNA inh.
SMILES | LANA DNA inh
CC1CC(C)(C)N(C(=O)NC2CCCCC2)c2ccccc21 (centres undefined) | 0.1
CC(=O)NNC(=O)c1sc(=S)n2c1[nH]c(=O)c1sccc12 | -1.5
